Bioassay records from PubChem.
AddAB inh – growth inhibition of E. coli expressing H. pylori AddAB, primary screen, AddAB inhibitor project, absorbance | inhibition, % at 11.9 µM | 330,000 tested, 0.29% active | AID 435030, 2010; in the data active = inhibition above about 12%;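 note: 0% = vehicle wells of infected cells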
PfHsp90 set2 – growth inhibition of PfHsp90-expressing yeast, primary screen, antimalarial PfHsp90 inhibitor project, S. cerevisiae, BacTiter-Glo luminescence, single point, set 2. BacTiter-Glo ATP, 48 h; yeast lacking PDR1 and PDR3 efflux regulators. 310,000 tested, 0.32% active. inhibition, % at 9.4 µM;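 active = every replicate shows inhibition above about 80%, whatever the replicate mean, limit read from the data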;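 note: 0% = DMSO neutral controls and 100% = 20 µM radicicol positive controls; yeast relying on Plasmodium falciparum Hsp90 in place of its own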
HTR5A inv ag – HTR5A inverse agonists in luminescence cell assay, primary screen, counter-screen for OPRM1-OPRD1 heterodimer inverse agonist project, full-deck HTS; 5-hydroxytryptamine receptor 5A (Homo sapiens), P47898; HTR5A cell line, inverse agonism; inhibition, % at 9.3 µM; 340,000 tested, 0.083% active; AID 504634, 2011; in the data active = inhibition mostly above about 23%, no sharp cut-off; inactive = mostly below about 18%;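 note: 0% = cells with DMSO and 100% = no-cell wells with DMSO; some compounds called inactive have numbers as strong as hits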
OPRM1-OPRD1 inv – inverse agonists of MOR-DOR heterodimerization, primary screen, cell-based, luminescence | Mu-type opioid receptor (Homo sapiens) + Delta-type opioid receptor (Homo sapiens), … | cell-based MOR-DOR heterodimer luminescence, inverse agonism | inhibition, % at 9.3 µM | 340,000 tested, 0.21% active | AID 504357, 2011; in the data active = inhibition above about 22%, passing the limit was not always enough;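 note: 0% = cells with DMSO and 100% = wells without cells with DMSO; values of inactives mirror those of a sister screen read the other way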
Target sequence (P35372 whole entry, looked up): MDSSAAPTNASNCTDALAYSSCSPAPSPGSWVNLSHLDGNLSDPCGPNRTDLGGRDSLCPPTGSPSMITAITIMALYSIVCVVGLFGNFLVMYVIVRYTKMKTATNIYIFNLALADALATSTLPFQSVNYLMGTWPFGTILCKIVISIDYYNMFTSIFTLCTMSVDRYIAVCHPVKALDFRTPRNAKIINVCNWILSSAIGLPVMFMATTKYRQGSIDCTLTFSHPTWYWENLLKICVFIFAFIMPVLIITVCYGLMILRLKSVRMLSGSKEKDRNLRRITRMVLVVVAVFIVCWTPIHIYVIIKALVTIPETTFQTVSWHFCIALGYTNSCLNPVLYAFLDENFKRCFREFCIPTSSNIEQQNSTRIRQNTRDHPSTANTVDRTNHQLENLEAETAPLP
Target sequence (P41143 whole entry, looked up): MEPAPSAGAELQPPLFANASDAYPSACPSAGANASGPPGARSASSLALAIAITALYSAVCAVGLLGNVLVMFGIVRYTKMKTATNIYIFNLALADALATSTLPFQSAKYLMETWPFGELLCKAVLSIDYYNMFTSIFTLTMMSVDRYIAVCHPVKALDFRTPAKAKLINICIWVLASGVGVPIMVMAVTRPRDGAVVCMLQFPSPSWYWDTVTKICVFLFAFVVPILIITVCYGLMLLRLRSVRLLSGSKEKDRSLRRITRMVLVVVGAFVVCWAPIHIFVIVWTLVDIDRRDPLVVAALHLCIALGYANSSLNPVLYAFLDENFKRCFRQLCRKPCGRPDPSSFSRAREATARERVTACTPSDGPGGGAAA
OPRM1-OPRD1 ag – agonists of OPRM1-OPRD1 heterodimerization, primary screen, cell-based, luminescence; Mu-type opioid receptor (Homo sapiens) + Delta-type opioid receptor (Homo sapiens), …; cells; activation, % at 9.3 µM; 340,000 tested, 0.3% active; AID 504326, 2011; in the data active = activation above about 18%;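 note: 0% = vehicle-treated cells and 100% = reference agonist; values of inactives mirror those of a sister screen read the other way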
Ecoli viability – E. coli V3065 growth inhibition, primary screen, counter-screen for AddAB inhibitor project, absorbance, OD600. 18 h. inhibition, % at 11.9 µM. 330,000 tested, 0.27% active. AID 449728, 2010;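 active = inhibition above the campaign's mean inhibition across all tested compounds plus 3 SD, cut at about 9.9% in these data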;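 note: uninfected addAB+ strain grown without phage in ampicillin broth; 0% = DMSO wells and 100% = ciprofloxacin 0.95 µg/ml wells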
Mot1-301 SUMO – yeast Mot1-301 growth rescue at high temperature, primary screen, SUMOylation pathway inhibitor project, S. cerevisiae, ATP luminescence, 38.5C | S. cerevisiae Mot1-301 growth rescue; percent above DMSO median, 100 means doubled | growth rescue, % at 18.8 µM | 320,000 tested, 1% active | AID 2716, 2010;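 active = every valid replicate shows activation above 250% relative to neutral control wells; inactive = the rest, any valid replicate at or below 250%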;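 note: OY570 slx delta 5 strain wells were the positive control but not used for scaling; some compounds called inactive have numbers as strong as hits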
HTR5A ag ctr – HTR5A agonists in luminescence cell assay, primary screen, counter-screen for OPRM1-OPRD1 heterodimer agonist project, full-deck HTS; 5-hydroxytryptamine receptor 5A (Homo sapiens), P47898; cell-based; activation, % at 9.3 µM; 340,000 tested, 0.61% active; AID 504692, 2011; in the data active = activation mostly above about 9.5%, no sharp cut-off; inactive = mostly below about 7.6%;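 note: 0% = cells with vehicle only and 100% = reference agonist; strong numbers were not always called active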
phage Ecoli inh – growth loss of phage-infected E. coli, primary screen, RecBCD inhibitor project, absorbance, with phage, HTS. AID 651602, 2012. inhibition, % at 11.9 µM. 360,000 tested, 0.26% active; in the data active = inhibition above about 11%
Pemphigus Ab inh – inhibitors of pemphigus antibody binding to DSG3, primary screen, biochemical, bead-based, flow cytometry, scFv-GFP; AID 588358, 2011; 310,000 tested, 0.48% active; Desmoglein-3 (Homo sapiens), P32926; binding (percent of control), % at 10 µM; DSG3-coupled beads, scFv-anti-DSG3-GFP binding; stronger effect = lower value;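 active = binding more than 3 SD below its plate's average and above zero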;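 note: hits lower antibody fragment binding to DSG3; some compounds called inactive have numbers as strong as hits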
PKA-R1A activ – activators of PKA-R1A holoenzyme, primary screen, biochemical, fluorescence polarization, Cy5-IP20, bovine R1A, mouse PKAc; 340,000 tested, 0.083% active; activation, % at 11.4 µM; PKA-R1A dissociation; scaled: DMSO 0%, 113 µM cGMP 100%; AID 504707, 2011;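 active = percent activation above the mean of all tested compounds plus 3 SD, cut at about 19% in these data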;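 note: higher means more PKAc released from R1A so a rise in polarization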
Starred values were filed as active, the others as inactive; nt = not tested or not shown.

SMILES	AddAB inh	PfHsp90 set2	HTR5A inv ag	OPRM1-OPRD1 inv	OPRM1-OPRD1 ag	Ecoli viability	Mot1-301 SUMO	HTR5A ag ctr	phage Ecoli inh	Pemphigus Ab inh	PKA-R1A activ
CC1(C)CC(=O)C2=C(C1)OC(N)=C(C#N)C2c1cccc(OC(=O)c2ccco2)c1 (stereo not given)	2.0	3	12	12	-2.1	-0.2	-13	1	-0.3	103	-1
Cc1nc(CNC(=O)CC2C(=O)NCCN2Cc2cccc(Oc3ccccc3)c2)cs1 (stereo not given)	3.0	10	17	10	-1.5	0.4	-13	-4	2.6	99	-9
O=C(O)COc1ccc(/C=N/NC(=O)c2cn(-c3ccccc3)nc2-c2ccccc2)cc1	-0.9	7	-14	-7	1.4	-2.5	1	1	-0.1	110	-8
CCOc1ccc(C=NNC(=O)c2ccc(-n3cnnn3)cc2)cc1	-1.3	-11	16	8	-2.0	-2.9	-7	-6	-2.6	80	-10
CCOC(=O)c1cc(C(=O)OCC)c(=O)[nH]c1N1CCCC1	1.1	1	-1	1	-0.1	0.9	4	2	1.7	102	-11
CN(C)c1ccc(/C=N/N(Cc2ccccc2)c2ccccc2)cc1	1.7	33	-26	8	-1.6	0.8	4	4	0.6	126	-7
CC1(C)CCC(=NNC(N)=S)CC1	nt	-21	-24	11	-2.0	nt	nt	6	1.9	91	-10
Clc1cccc(CSc2ncn(-c3ccccc3)n2)c1	4.3	nt	2	-22	4.4	1.7	-1	-1	3.0	92	2
O=C(NCC1CC1)Nc1ccccc1F	-1.9	-17	-2	9	-1.8	0.4	-2	1	0.4	100	-7
O=C(c1ccccc1Br)N1CCN(c2ccc([N+](=O)[O-])c(N3CCOCC3)c2)CC1	-0.7	-27	-9	3	-0.5	-0.3	-6	3	7.3	87	4
O=C(CSc1nnc(CNC(=O)c2ccco2)o1)Nc1cccc(F)c1	1.5	13	0	14	-2.6	1.1	-6	-5	0.4	nt	-4
N#Cc1ccc(NC(=O)CNc2cc(S(=O)(=O)N3CCOCC3)ccc2NCC2CCCO2)cc1 (stereo not given)	-0.9	19	-4	7	-1.3	1.9	-4	-4	0.3	108	-6
C=CCN1C(=O)C(Cc2ccc(C)cc2)S/C1=N/N=C/c1ccco1 (stereo not given)	-0.4	13	-5	-32	5.4	-0.6	709	11	3.3	122	-5
CCCOc1ccc(C(O)C(CN2CCOCC2)c2ccccc2)cc1 (stereo not given)	1.6	11	-1	5	-0.8	1.3	20	-2	4.0	109	5
O=C(N/C(=C\c1cccc([N+](=O)[O-])c1)C(=O)N1CCOCC1)c1cccc(Br)c1	0.1	20	-6	13	-2.6	2.1	-6	2	1.5	102	-15
Cc1ccc(C)c(OCC(=O)Nc2ccc(S(=O)(=O)Nc3ccccn3)cc2)c1C	2.7	6	3	-1	0.1	0.9	-7	-1	2.7	100	-8
CC(=O)Nc1ccc(NC(=O)CSc2ncnc3c2cnn3Cc2ccccc2)cc1	-0.1	nt	nt	nt	nt	-0.2	7	nt	2.6	76*	nt
CCO[C@@H]1OC(C(=O)NC2CC2)=C[C@H](c2c[nH]c3ccccc23)[C@H]1CCCO	1.5	5	-8	6	-1.0	0.3	-4	3	4.1	98	3
Nc1ccc(CCNc2ncnc3c2ncn3[C@@H]2O[C@H](CO)[C@@H](O)[C@H]2O)cc1	-1.9	-5	18	3	-0.6	3.4	-15	-5	2.9	98	-3
CCCC(=O)OCC(=O)NC1CCCc2ccccc21 (stereo not given)	1.2	-10	-4	15	-3.2	0.9	0	1	-0.3	102	-2
NC(=O)CC(NC(=O)Cc1cccc2ccccc12)c1ccc(N2CCN(c3ccccc3)CC2)c([N+](=O)[O-])c1 (stereo not given)	4.7	-23	-27	15	-2.6	1.3	3	2	2.8	100	-6
C=C(C)COc1ccc(-c2[nH]ncc2-c2ccccc2)c(O)c1	3.9	55	14	-76	14	-0.3	21	-4	3.9	103	6
CCc1ccccc1NC(=S)NCCSc1ccc(Cl)cc1	2.2	11	17	-37	8.2	4.8	268	5	0.3	nt	-10
O=C(/C=C/c1ccc2ccccc2n1)c1cc(Br)ccc1O	3.3	-14	20	-5	0.9	1.3	3	6	3.6	88	-10
CC(C)Cc1nnc(NC(=O)CCC(=O)Nc2ccccc2F)s1	2.6	11	9	8	-1.7	3.1	-26	-3	2.4	nt	-8
CC1CCN(C(=O)CSc2nnc(-c3ccco3)o2)CC1	1.4	-14	0	7	-1.4	1.2	2	0	0.8	105	0
Cc1cc(C)c(C#N)c(SCC(=O)N2CCN(Cc3ccccc3)CC2)n1	3.6	-14	17	6	-1.5	-1.4	31	1	2.3	112	3
N#CN=C(N)c1ccccc1	-1.8	12	-5	6	-1.2	-1.4	-1	2	3.6	87	3
CCCn1c(=S)[nH]c2cc(C(=O)N3CCc4ccccc43)ccc2c1=O	-0.5	-29	-7	4	-0.7	0.5	-27	3	3.9	98	6
Cc1cc(C(=O)N2CCC(CO)(Cc3cccc(C(F)(F)F)c3)CC2)n[nH]1	-0.2	16	-8	15	-3.0	-1.4	14	3	4.4	nt	2
CCOc1ccc(N2C(=O)CCC2=O)cc1	0.1	nt	-10	5	-0.9	-5.9	-9	2	1.4	107	-1
Cc1ccc(S(=O)(=O)N2CCN(c3ncnc4scc(-c5ccc(F)cc5)c34)CC2)cc1	1.2	14	8	16	-3.3	1.1	2	2	2.6	96	-9
N#CCOc1ccccc1/C=N/n1nnnc1N	1.8	-33	27	6	-1.1	0.4	13	-1	-0.9	114	-10
CCC1CCCCN1CCCNC(=O)c1cc2c(Cl)nc3ccccc3c2s1 (stereo not given)	-0.3	20	5	-15	2.1	0.3	12	-2	1.2	114	2
COc1ccc(/C=N/Nc2nc(N)cc(Cl)n2)cc1OC	0.2	-12	5	24	-5.1	1.3	15	-3	4.1	93	-4
O=C(NC1CC1)C1CCN(C2CCN(C(=O)c3ccc(C(F)(F)F)cc3)CC2)CC1	1.2	32	-13	-1	0.1	-2.4	-11	1	3.7	105	-4
CCC(C)C(NC(=O)c1ccccc1NC(=O)c1ccccc1)C(=O)N1CCOCC1 (stereo not given)	1.8	10	11	15	-2.7	-2.1	53	-1	2.8	103	-19
Cc1ccc2nc(CSc3nnc(-c4ccco4)o3)cc(=O)n2c1	0.2	nt	-18	9	-1.7	-0.5	-10	6	4.2	nt	1
CNC(=O)[C@@]1(C)C=C[C@@H](Cc2ccccc2)N1C(=O)OC	0.1	-16	10	2	-0.3	-2.8	271*	-1	3.3	105	5
CCCn1c(=O)c2sccc2n2c(CCCC(=O)NC3CCN(Cc4ccccc4)CC3)nnc12	1.1	-4	24	-1	0.1	0.9	0	1	1.0	103	4
COc1ccc(C(=O)NCc2nnc(SCC(=O)NCCc3ccccc3)o2)cc1	3.5	-10	4	6	-1.1	1.8	-8	4	2.5	88	-7
NC(=O)c1c(NC(=O)c2ccncc2)sc2c1CCCC2	-1.9	2	1	11	-2.1	0.2	nt	7	3.1	97	-3
O=C(COC(=O)c1c(F)cccc1Cl)NC1CCCCC1	nt	-13	4	11	-1.8	nt	nt	3	0.7	102	-5
O=C(Nc1sc2c(c1C(=O)O)CCC2)c1ccc(F)cc1	3.6	-1	-6	9	-1.8	2.9	10	2	3.9	102	6
CCSc1nnc(C)c(=O)n1COC(=O)c1ccc(S(=O)(=O)N2CCCC2)cc1	5.2	5	-3	8	-1.1	2.3	-14	-2	2.5	98	-1
CCOC(=O)c1c(C)[nH]c(C)c1C(=O)COc1ccc(NC(=O)c2ccco2)cc1	0.3	17	12	3	-0.5	-0.9	2	4	-0.6	nt	1
COc1ccc(N2CCN(CCCNC(=O)CCCn3c(=O)[nH]c4ccsc4c3=O)CC2)cc1	1.6	1	-13	8	-1.2	-1.7	-12	8	1.4	nt	4
Cc1cc(C(=O)CN2C(=O)NC(Cc3c[nH]c4ccccc34)C2=O)c(C)n1C (stereo not given)	5.0	-68	0	5	-1.0	1.5	-3	0	3.5	107	-5
CCCCNC(=S)NNC(=O)c1ccco1	-0.9	-4	14	10	-2.0	-1.1	-15	5	0.4	100	-2
CCCCc1nnc(NC(=O)COC)s1	0.2	17	-16	-7	1.3	-1.0	-13	6	1.9	101	-4
O=C(CN1CCN(Cc2ccccc2F)C1=O)NCCc1ccc(Cl)cc1	0.4	-5	-36	14	-2.8	-0.3	8	13	1.3	101	-8
